# Assay outcomes (PubChem)
# AmpC detergent: blocks E. coli AmpC beta-lactamase in detergent assay | P00811 | 370,000 tested, 0.041% active | AmpC hydrolysis of nitrocefin, absorbance 480 nm, 0.01% Triton | Potency, µM (titrated, usually from 114 µM), for inactives: at the highest dose activity change, negative = inhibition, actives largely listed as inhibitors;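 further: potency means the concentration at half of the fitted maximal effect; 0% = no-compound wells and -100% = no-enzyme wells; nearly all actives have a fitted effect of over 25% in size; some results filed as inactive show a strong effect at the top dose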
# Target sequence (P00811 whole entry, looked up): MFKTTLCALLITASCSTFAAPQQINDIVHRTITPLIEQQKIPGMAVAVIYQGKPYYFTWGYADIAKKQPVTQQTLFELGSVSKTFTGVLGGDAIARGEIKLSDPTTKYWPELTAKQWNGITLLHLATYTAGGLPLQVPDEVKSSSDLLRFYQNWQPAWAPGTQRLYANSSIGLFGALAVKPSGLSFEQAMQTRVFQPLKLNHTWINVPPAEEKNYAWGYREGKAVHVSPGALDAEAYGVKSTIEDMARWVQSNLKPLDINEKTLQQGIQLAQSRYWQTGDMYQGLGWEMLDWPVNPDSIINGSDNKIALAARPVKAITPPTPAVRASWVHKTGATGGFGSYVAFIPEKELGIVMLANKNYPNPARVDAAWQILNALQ
#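 AmpC (5.3 nM in the dispensed reagent) in 20 mM phosphate pH 7.0 with 0.01% (detergent screen) or 0.0001% Triton X-100 was preincubated with compounds for 15 min at room temperature. Nitrocefin was then added from an 800 uM solution, and hydrolysis was followed at 480 nm.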
# LmPK inhibitor: blocks Leishmania mexicana pyruvate kinase activity | Q27686 | Potency, µM (doses to about 57.5 µM), for inactives: at the top dose activity change, negative = inhibition, hits mostly inhibitors | 290,000 tested, 0.37% active | purified LmPK, Kinase-Glo ATP luminescence, 1 h | AID 1721; further: potency means the concentration at half of the fitted maximal effect
# Target sequence (Q27686 whole entry, looked up): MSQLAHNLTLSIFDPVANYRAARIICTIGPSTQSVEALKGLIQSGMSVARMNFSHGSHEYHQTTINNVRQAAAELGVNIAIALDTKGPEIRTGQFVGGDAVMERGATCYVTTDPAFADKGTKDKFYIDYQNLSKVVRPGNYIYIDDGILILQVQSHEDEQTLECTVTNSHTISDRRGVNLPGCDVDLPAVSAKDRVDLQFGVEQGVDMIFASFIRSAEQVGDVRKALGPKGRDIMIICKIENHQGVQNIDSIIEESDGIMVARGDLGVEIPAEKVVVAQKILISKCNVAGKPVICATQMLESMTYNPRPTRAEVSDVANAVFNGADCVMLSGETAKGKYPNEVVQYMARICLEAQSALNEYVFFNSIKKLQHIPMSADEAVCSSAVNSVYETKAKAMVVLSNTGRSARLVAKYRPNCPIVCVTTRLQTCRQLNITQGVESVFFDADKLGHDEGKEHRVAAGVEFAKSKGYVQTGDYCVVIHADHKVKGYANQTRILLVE
#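 In 50 mM imidazole pH 7.2 with 7 mM MgCl2, LmPK (0.1 nM) turned over PEP (0.5 mM) and ADP (0.1 mM) for 1 h at room temperature. Luciferase read-out of ATP.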
# HCV inhibitor: blocks hepatitis C virus. Huh7.5.1 HCVcc-Cre infection, luciferase reporter, 44 h. Potency, µM (doses to about 41.8 µM), without a hit: at the highest dose activity change, negative = inhibition, actives largely listed as inhibitors. 340,000 tested, 3.4% active. AID 651820; further: potency means the concentration at half of the fitted maximal effect
#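 HCVcc-Cre virus at an moi near 0.5 was added right after compound to cells cultured 4 h from seeding (1,000 cells/well). Luciferase activity was determined 44 h later, 15 min after substrate addition at RT.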
# AMA1 RON2 block: inhibitors of Plasmodium falciparum AMA1-RON2 interaction | 360,000 tested, 0.2% active | Potency, µM (top dose mostly 58.2 µM), inactives show at the highest dose activity change, negative = inhibition, most hits filed as inhibitors | AlphaScreen AMA1-biotinylated RON2 peptide binding;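 further: potency means the concentration at half of the fitted maximal effect; 0% = vehicle wells and -100% = peptide control; nearly all actives have a fitted effect of over 45% in size; some results filed as inactive show a strong effect at the top dose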
#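 AMA1 (3D7) with his tag at 25 nM final met compounds first, then biotinylated RON2 peptide at 25 nM; detection used donor plus acceptor beads, 10 µg/mL apiece, read by AlphaScreen after 30 min at room temperature.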
# AmpC no deterg: inhibitors of E. coli AmpC beta-lactamase without detergent; Potency, µM (doses to about 57.1 µM), for inactives: at the top dose activity change, negative = inhibition, hits mostly inhibitors; P00811; 330,000 tested, 0.52% active; AmpC nitrocefin hydrolysis, absorbance 480 nm, 0.0001% Triton;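 further: potency means the concentration at half of the fitted maximal effect; plate controls were no compound for no effect and no enzyme for full effect; nearly all actives have a fitted effect of over 20% in size; some results filed as inactive show a strong effect at the top dose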
#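 20 mM phosphate pH 7.0 + 0.01% (detergent screen) or 0.0001% Triton X-100; 5.3 nM AmpC reagent; cpd preinc 15 min RT; nitrocefin (800 uM stock) to start; A480 q20 s × 4 min; Activity was normalised to no-enzyme and no-compound control wells.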
# Tb PYK inh: inhibitors of Trypanosoma brucei pyruvate kinase; Q57TT1; TbPYK enzyme, Kinase-Glo Plus ATP luminescence, 45 min; Potency, µM (series often up to 76.8 µM), for inactives: top-dose activity, negative = inhibition, most hits filed as inhibitors; 410,000 tested, 0.12% active; AID 624173; further: potency means the concentration at half of the fitted maximal effect; nearly all actives have a fitted effect of over 50% in size
#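 Luminescence from Kinase-Glo Plus, added after a 45-minute room-temperature reaction, served as the end-point read-out. The enzyme and substrate were preincubated with compound before ADP (130 uM final) initiated turnover. Concentration-effect curves came from normalized qHTS data.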
# HCMV antiviral: human cytomegalovirus inhibition; HFF cells, HCMV-luciferase reporter, 72 h; active compounds read low; activity change, negative = inhibition, % at 57.5 µM; 410,000 tested, 4.5% active; AID 1259415; in the data active means activity change below about -60%; inconclusive means no clear call, values can overlap the other calls; inactive means above about -39%
#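 Compounds were evaluated in HFFs infected with an HCMV luciferase reporter virus (MOI 1 PFU/cell). Luciferase in lysates collected 72 h post infection served as the replication measure.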
# The depositor's hits bear a star; ? = inconclusive; / = not tested or not shown; & = joins results of further samples; ! = not confirmed by another sample; [ ] = dose if it differs, or a comment. Unless noted, the call rests on the fitted dose curve; in most records, active means well fitted curve in the direction sought with a large enough effect; inconclusive means small, poorly fitted or top-dose-only effect, or another doubt; inactive means no such curve, though single readings can be large; an effect the other way counts as inactive or inconclusive. Unless noted, on the % scale 0 is the no-effect control and ±100 the full control effect. The order is random; overall some 7.5% were active at least once.
No. | Structure | AmpC detergent | LmPK inhibitor | HCV inhibitor | AMA1 RON2 block | AmpC no deterg | Tb PYK inh | HCMV antiviral
1 | Cc1sc(NC(=O)c2ccccc2)c(C(=O)N2CCN(C)CC2)c1C | -5% | -11% | -4% | -15% | -15% | -3% | 52
2 | CCOC(=O)CC1C(=O)NCCN1S(=O)(=O)c1ccc(Cl)cc1 (stereo not drawn) | 0% | 4% | 9% | 18% | -11% | -6% | 70
3 | Clc1cccc(CNc2ccn3nc(-c4ccccc4)cc3n2)c1 | / | / | / | 20% | / | 4% | -13
4 | Cc1cccc(CC2SC(N3CCN(c4ccccc4)CC3)=NC2=O)c1 (stereo not drawn) | ? | 2% | 12% | 5% | -15% | -14% | ?
5 | Cc1ccc(C(=O)OCC(=O)NCCc2ccc(S(N)(=O)=O)cc2)o1 | / | / | 1% | 7% | -9% | -7% | 44
6 | O=C(NCc1ccccc1)Nc1cccn(Cc2ccccc2)c1=O | -17% | -1% | ? | 18% | -20% | -7% | ?
7 | O=C(COC(=O)c1cccs1)NCc1ccc2c(c1)OCO2 | -7% | 1% | 15% | -7% | -19% | 4% | 1
8 | Cc1c(C(=O)NC2CC2)oc2ccccc12 | -13% | / | ? | -4% | -12% | -6% | ?
9 | COc1ccc(-c2nc(CCNS(=O)(=O)c3ccc4c(c3)OCCO4)cs2)cc1 | -11% | 2% | 11µM* | -9% | 0% | 0% | -35
10 | CCCCn1c(=S)[nH]c2c(oc3ccc(Cl)cc32)c1=O | 1% | 3% | -1% | / | -17% | / | /
11 | CC(=O)N1c2c(ccc3ccccc23)C(C)CC12CCCCC2 (stereo not drawn) | -2% | 1% | -1% | -6% | -9% | -8% | -9
12 | CC(C)(C)OC(=O)NCCCC[C@@H](C(=O)NCCCCCCCCCCC(=O)N1CCN(C(=O)OC(C)(C)C)CC1)n1cc(CCCC(=O)O)nn1 | 2% | / | 17% | 4% | 220%[activator] | -1% | -14
13 | CC1(O)C[C@]2(C)N(O)C3CCCC[C@@H]3N2O1 (stereo partly drawn) | 1% | -2% | 5% | 8% | ? | -5% | 7
14 | CC(=O)Nc1ccc(S(=O)(=O)Oc2ccc(N3C(=O)C4CCCCC4C3=O)cc2)cc1 (stereo not drawn) | -1% | 4% | -25% | 1% | -1% | 1% | -39
15 | O=C(NCc1ccco1)c1ccc(Cn2c(=O)c3ccccc3n(Cc3cccc(Cl)c3)c2=O)cc1 | ? | 7% | ? | 46%[activator] | -23% | -3% | -34
16 | COc1ccc(NC(=O)c2cc3c(s2)-c2c(C)cccc2OC3)cc1Cl | 0% | / | / | / | / | -4% | 7
17 | Cc1ccc(OCCCC(=O)Nc2ccc(S(=O)(=O)Nc3ccccn3)cc2)cc1 | 3% | -2% | 13% | -5% | -33% | 6% | -8
18 | CC(C)C[C@H](NC(=O)C1CCN(S(=O)(=O)c2ccccc2)CC1)C(=O)NCc1ccncc1 | 7% | 4% | 0% | -6% | 1% | 0% | -10
19 | c1ccc2c(c1)CCN(c1nc3ccccc3n3cnnc13)C2 | -11% | 3% | ? | -1% | -8% | -8% | 65
20 | Cc1noc(NS(=O)(=O)c2ccc(NC(=O)CSc3nnc4c(n3)[nH]c3ccccc34)cc2)c1C | -7% | 7% | 16% | -12% | -42% | -6% | 53
21 | CSC(=O)NC12CC3CC(CC(C)(C3)C1)C2 | ? | -2% | 11% | 14% | -14% | -4% | 13
22 | COC1CCN(C(=O)CC2C(=O)NCCN2CC2CCCCC2)CC1 (stereo not drawn) | 1% | 2% | 5% | 2% | 24% | -1% | ?
23 | CCN1CCN(c2ccc(S(=O)(=O)N3CCOCC3)cc2NC(=O)c2ccc(Cl)s2)CC1 | ? | / | ? | 45%[activator] | 134%[activator] | 3% | 8
24 | COc1ccccc1-c1ccc(SCc2ccc(C)cc2)nn1 | ? | 0% | -18% | -2% | -13% | 0% | 47
25 | COc1ccc(N2CCN(C(=O)CCCCCn3c(=S)[nH]c4cc5c(cc4c3=O)OCO5)CC2)cc1 | 3% | 12% | 2% | 6% | -6% | 2% | /
26 | CC(C)CN1C(=O)/C(=C(/C#N)C(=O)NC2CCCCC2)c2ccccc21 | -2% | 4% | ? | -15% | -19%[11.4 µM] | -4% | -4
27 | Cn1cc(CCCC(=O)NCc2cccc(Br)c2)c2ccccc21 | 10% | / | / | / | / | 1% | -14
28 | CC(C)C(C)(C#N)NC(=O)CSc1nc2scc(-c3ccc(F)cc3)c2c(=O)n1Cc1ccccc1 (stereo not drawn) | -2% | 4% | -17% | 15% | -17% | -11% | -27
29 | CC(C)n1c(O)c(N=Nc2ccccn2)c2ccccc21 | 10% | 2% | ? | 12%[2.32 µM] | 152%[activator] | -2% | 46
30 | O=C(CCCCCn1c(=O)[nH]c2ccccc2c1=O)NCc1ccc(Cl)cc1 | 8% | / | / | / | / | -1% | 30
31 | CCCCNC(=O)COC(=O)c1ccc(SC)cc1OC | 5% | -2% | -14% | -5% | 10% | 1% | -1
32 | CCCc1c(C(=O)Nc2ccc(N3CCOCC3)cc2)cnn1-c1ccccc1 | -3% | 5% | -26% | -14% | 25% | -4% | -36
33 | O=C(O)CN1C(=O)C(=O)N(Cc2c(F)cccc2Cl)C1=O | 7% | 0% | 5% | 10% | -19% | 7% | 4
34 | c1ccc(-c2ncc3ccccn23)cc1 | 2% | 6% | 3% | 4% | -29% | -3% | 39
35 | O=C(O)c1cc(-c2ccncc2)nc2ccc(F)cc12 | 0% | -1% | / | / | -16% | / | /
36 | CCCCNC(=S)NNC(=O)c1csc(C(C)C)c1 | ? | 2% | -2% | 64%[activator] | -30% | -2% | 0
37 | Cc1cccc(NC(=O)CSc2nc3ccccc3c3nc(CCc4c(C)n[nH]c4C)nn23)c1 | ? | -3% | 25µM* | -18% | 137%[activator] | -1%&-8% | -82*!
38 | CCN(c1ccc(C(=O)CN2C(=O)NC3(CCOc4ccccc43)C2=O)cc1)S(C)(=O)=O (stereo not drawn) | 0% | / | 6% | -12% | 65%[activator] | -6% | -3
39 | CCOc1ccc(NC(=O)CC(Cc2cc(C)cc(C)c2)C(=O)O)cc1 (stereo not drawn) | 5% | 0% | -5% | 0% | -11% | -1% | 32
40 | CCOc1ccc(S(=O)(=O)Nc2cccnc2)cc1 | ? | 2% | 6% | -13% | -19% | -5% | -16
41 | O=CNc1ccc(S(=O)(=O)NCc2ccccc2)cc1 | -2% | 7% | 6% | 0% | -19% | -14% | 27
42 | CC(=O)NC1(C)CCC2CC1C(C)=NC2(C)C (stereo not drawn) | / | / | / | 3% | / | 0% | 1
43 | COc1ccc2nc(SCC(=O)Nc3c(C)cc(C)cc3C)[nH]c2c1 | 1% | 2% | 2% | -25% | -19% | 1% | -8
44 | CCn1c(SCC(=O)Nc2cc(C)on2)nnc1-c1ccc(OC)cc1 | 5% | -1% | 8% | -22% | -12% | 4% | ?
45 | CC(C)(Cc1ccc(O)cc1)NC(=O)c1ccccc1 | -10% | 1% | 29% | -14% | -14% | 4% | 38
46 | CC1CCCN(S(=O)(=O)CCNC(=O)c2ccccc2)C1 (stereo not drawn) | 7% | / | 22% | 12% | 46% | -3% | -33
47 | Cc1cc(C)n(-c2ncc3c(n2)N(C)CCOC3=O)n1 | -4% | -6% | 23% | 105%[activator] | -8% | -7% | 2
48 | Clc1c2c(nc3ccccc13)CCC2 | -23% | 0% | 3% | -11% | -10% | 7% | -2
49 | CCc1nnc(NC(=O)c2ccc(S(=O)(=O)N3CCCCC3)cc2)s1 | -6% | 1% | 1% | -2% | -21% | 6% | -66*
50 | CCNC(=O)n1nccc1C(C)Oc1cccc(C(F)(F)F)c1 (stereo not drawn) | 2% | 6% | 0% | 0% | 9% | -5% | 6
51 | Cc1nc2c(C(=O)N3CCCC3)cnn2c(C)c1Cc1c(F)cccc1Cl | -10% | -10% | -10% | 1% | -1% | -4% | -37
52 | CCOCCCNC(=O)c1cc2cc3cc(OC)ccc3nc2o1 | 1% | 0% | ? | 5% | 14% | -17% | -3
53 | Cc1nnc(C)c2c(C)n(N)c(C)c12 | 3% | 4% | 23% | 8% | 1% | -1% | ?
54 | Cc1csc(NC(=O)C(NC(=O)c2ccccc2F)C(C)C)n1 (stereo not drawn) | -1% | 0% | -27% | -1% | -7% | -9% | -16
55 | CNC(=S)/N=C(/Nc1ccccc1)c1ccccc1 | ? | 2% | -3% | 0% | -6% | ? | 9
56 | Cc1ccc(Sc2ncnc3onc(C)c23)c(C)c1 | -4% | -5% | -4% | -1% | -8%[2.29 µM] | 5% | 15
57 | Cc1ccsc1C(=O)OCC(=O)c1cc(C)n(CC2CCCO2)c1C (stereo not drawn) | -1% | -29% | ? | -28% | -3% | -13% | -76*
58 | COc1cc(CNn2nnnc2N)cc(Br)c1OCc1c(Cl)cccc1Cl | -5% | 2% | 13µM* | 28% | 34% | 2% | -70*
59 | O=C(CN1C(=O)S/C(=C/c2cccn2-c2ccc(O)cc2)C1=O)N1CCCC1 | -14% | -1% | -17% | -4% | 28% | 0% | -35
60 | CCC(CC)C(=O)Nc1cccc(C(=O)Nc2ccc(OC)cc2[N+](=O)[O-])c1 | 3% | 2% | -26% | -1% | 2% | -1% | -22

# Remaining list, next part.
No. | Structure | AmpC detergent | LmPK inhibitor | HCV inhibitor | AMA1 RON2 block | AmpC no deterg | Tb PYK inh | HCMV antiviral
61 | CC1(NC(=O)Cc2ccc(S(=O)(=O)N3CCOCC3)s2)CCS(=O)(=O)C1 (stereo not drawn) | ? | / | 24% | -4% | 96%[activator] | 9% | -23
62 | CC1=C(C(N)=O)C(c2ccc(Cl)cc2Cl)n2ncnc2N1 (stereo not drawn) | ? | 0% | 14% | 5% | -15% | 0% | -33
63 | CCN(CC)C(=O)C1=C(C)N(CCCN2CCCC2=O)C(=O)C(CC(=O)NCCc2ccccn2)C1 (stereo not drawn) | / | / | / | 53%[activator] | / | 4% | 10
64 | COC(=O)c1sc2cc([N+](=O)[O-])cc(SCC(C)C)c2c1N | ? | 1% | -22% | -7% | -40% | -10% | -64*
